# MPTP inh: inhibitors of mitochondrial permeability transition pore; isolated mouse mitochondria, Ca2+ swelling absorbance, 30 min; inhibition, % at 10 µM; 360,000 tested, 1.4% active;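 active = inhibition of 50% or more, scaled per plate between neutral and stimulator controls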;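 also: 0% = DMSO wells given calcium and 100% = 1 mM EGTA wells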
# ATG4B inh: inhibitors of human ATG4B cysteine protease. ATG4B cleavage of LC3-PLA2, NBD-HPC fluorescence, 1 h. inhibition, % at 8.33 µM. 340,000 tested, 0.51% active. AID 504462; in the data active = inhibition above about 40%
# Target sequence (Q9Y4P1 whole entry, looked up): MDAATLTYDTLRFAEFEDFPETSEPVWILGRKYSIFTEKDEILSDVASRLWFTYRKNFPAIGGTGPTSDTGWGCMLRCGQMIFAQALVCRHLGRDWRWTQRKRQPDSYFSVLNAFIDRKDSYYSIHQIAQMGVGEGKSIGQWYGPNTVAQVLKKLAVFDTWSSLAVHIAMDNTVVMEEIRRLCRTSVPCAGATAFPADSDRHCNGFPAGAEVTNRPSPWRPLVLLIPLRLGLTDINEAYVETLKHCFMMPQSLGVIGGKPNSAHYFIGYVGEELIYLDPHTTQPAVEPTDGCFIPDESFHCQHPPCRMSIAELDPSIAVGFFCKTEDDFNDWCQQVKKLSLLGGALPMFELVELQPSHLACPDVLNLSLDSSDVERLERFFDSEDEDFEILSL
# * hit, by the source's call.
# Under each structure – MPTP inh, ATG4B inh
CC(=O)Oc1ccc(OC(C)=O)c(SCCCCCCl)c1
    1.8, -6.2
Cc1cc2ccccn2c1C(=O)c1ccc(N/N=C/c2ccc(C(=O)O)cc2)c([N+](=O)[O-])c1
    9.1, -2.1
CCN1/C(=C2/OC(=S)N(C)C2=O)Sc2ccccc21
    -0.3, 5.5
COc1ccc(CCN2CC(C(=O)OCC(=O)NC(Cc3ccccc3)C(C)=O)CC2=O)cc1OC (configuration not stated)
    -0.3, -4.5
CCN(CC)CCC(=O)N1C/C(=C/c2ccccc2)C(=O)/C(=C\c2ccccc2)C1
    -0.3, 10.6
CC(=O)Nc1cc2c(cc1Cl)-c1ccc(F)cc1C2O (configuration not stated)
    0.2, 7.7
COc1cccc2c(=S)c(CCC(C)=O)c(C)[nH]c12
    -0.3, 16.7
O=C(Oc1cccc2c(O)cccc12)c1ccccc1Cl
    2.5, 1.3
Cc1ccc(NC(=O)OC(C)N2CCCCC2)cc1NC(=O)OC(C)N1CCCCC1 (configuration not stated)
    -0.1, -0.1
CCN1C[C@@H]2[C@@H]3C(=O)N(C)C(=O)[C@@H]3[C@](CC)(C1=O)N2C(=O)c1ccccc1
    -0.4, -6.7
CC(C)(C)NC(=O)C(c1ccncc1)N(C(=O)Cn1nnc(-c2ccc(F)cc2)n1)c1ccccc1F (configuration not stated)
    -1.3, -6.4
CCCCN(C(=O)c1cc(S(=O)(=O)N2CCOCC2)ccc1F)c1c(N)n(CCCC)c(=O)[nH]c1=O
    -0.3, -10.0
CCN1C=C(C(C)=O)C(=O)CC1
    -0.7, 5.0
CC(=O)OCC1=C(C(=O)O)N2C(=O)[C@@H](NC(=O)Cc3ccccc3)[C@H]2SC1
    -1.8, 5.4
O=C(C(=O)c1cc(Br)ccc1O)c1cc(Br)ccc1O
    94.8*, 11.6
C=CCOc1ccc(/C=C/C(=O)OCC(=O)N2CCN(S(=O)(=O)c3ccc(C)cc3C)CC2)cc1
    -0.5, -4.7
COC1=C(Nc2ccccc2)C(=O)C(OC)=C(Nc2ccccc2)C1=O
    2.9, -1.6
Cc1cccc(CC2(O)C(=O)Nc3ccccc32)n1 (configuration not stated)
    -0.5, 7.0
COC1=NC(=C(c2ccccc2)c2ccccc2)OC1=O
    1.0, 10.2
CC(C)CC(NC(=O)C1CCCN1C(=O)OC(C)(C)C)C(=O)NCC(N)=O (configuration not stated)
    1.3, 7.7

# MPTP inh: hit marks shown above.
# Under each structure – MPTP inh, ATG4B inh
O=C(C(=O)c1cc(Br)ccc1O)c1cc(Br)ccc1O
    94.8*, 11.6

# More entries.
# Under each structure – MPTP inh, ATG4B inh
CCCCc1ccc(/C=C2/C(=O)ON=C2c2ccccc2)s1
    0.4, -1.3
O=S(=O)(O)c1cc(Cl)cc(N=Nc2ccc(O)cc2O)c1O
    6.9, 23.4
Cc1cccc(NC(=O)c2cc([N+](=O)[O-])ccc2Cl)c1O
    -1.0, -3.5
c1ccc2c(c1)-c1ccccc1C2N1CCOCC1
    -1.0, 3.9
CCCCOc1ccccc1NC(=O)c1scc2c1OCCO2
    3.8, -5.0
COc1ccc(C(=O)C(C)C(C)=O)c(OCc2ccccc2)c1OC (configuration not stated)
    -0.2, 3.6
Cc1ccc2sc(C)cc(=O)c2c1
    0.0, -0.5
CN1CC[C@@H]2C(=O)N3CCc4ccc(Br)cc4[C@@H]3C[C@@H]21
    -1.6, 9.9
CCCCN(C(C)=O)c1ccc2c(c1)C1CC2CCN1C(=O)OCc1ccccc1 (configuration not stated)
    6.2, 36.3
COc1ccc(NC(=O)CN2CCN(CC(=O)Nc3cc(OC)cc(OC)c3)CC2)cc1
    -3.5, -5.7
CC(=O)c1ccc2c(c1)C1C=CCC1C(c1ccc(S(=O)(=O)N3CCOCC3)cc1)N2 (configuration not stated)
    2.2, -4.7
COc1ccc(C=C2SC(=S)NC2=O)cc1
    17.9, -8.4
COc1ccc(N2CCN(Cc3nc4c(c(=O)n(C)c(=O)n4C)n3Cc3ccccc3C)CC2)cc1
    -1.6, -5.6
Cc1ccc(Cn2nc(C)c(NC(=O)CSc3nc4c(c(C(F)(F)F)n3)CCc3ccccc3-4)c2C)cc1
    2.0, -10.7
CSCCC(NC(=O)c1ccc(Cl)cc1Cl)C(=O)N1CCN(C(=O)c2ccccc2)CC1 (configuration not stated)
    0.2, -24.7
Cc1cc(C)c(NS(=O)(=O)c2ccccc2)c(C)c1NS(=O)(=O)c1ccccc1
    -0.2, -0.5
COc1ccc(CCNC(=O)CSc2nc3[nH]ncc3c(=O)n2-c2ccc(C)c(Cl)c2)cc1OC
    -0.5, -5.2
COC(=O)C1CC(O)C(O)C(O)C1 (configuration not stated)
    0.3, -13.5
Cn1c(=O)c2c(nc(Oc3ccccc3Br)n2C)n(C)c1=O
    -0.8, -6.8
Cc1ccc(S(=O)(=O)c2nc(-c3ccccc3)oc2NCCCN2CCOCC2)cc1
    0.0, -6.8

# Remaining list, next part:
# Under each structure – MPTP inh, ATG4B inh
COC(=O)c1ccc(CSc2nc3c(cnn3-c3ccc(Cl)cc3)c(=O)[nH]2)o1
    5.2, 15.0
N=C1SCC(=O)N1c1ncc(Cc2ccccc2Cl)s1
    2.6, -1.9
CC(=O)NC12CC3CC(C1)CC(C(=O)N1CCN(S(=O)(=O)c4ccccc4C#N)CC1)(C3)C2
    -0.5, -6.0
O=C(O)C(c1ccccc1)C(O)c1ccc2c(c1)OCO2 (configuration not stated)
    -1.6, 0.0
O=C(NN=Cc1ccc2c(c1)OCO2)c1ccncc1
    -1.9, -4.3
Cc1cc(N)nc(=O)n1C1CC(O)C(CO)O1 (configuration not stated)
    -2.4, 3.2
Cc1noc(C)c1COc1ccccc1C(=O)N1CCN(S(=O)(=O)c2ccccc2C#N)CC1
    0.3, -7.6
COc1ccc(C[C@@H]2OC3(C=CC(=O)C=C3)O[C@H]2Cc2ccc(OC)cc2)cc1
    -2.8, -5.3
CN1C[C@@H]2[C@@H]3C(=O)N(Cc4ccccc4)C(=O)[C@@H]3[C@](Cc3ccccc3)(C1=O)N2C(=O)c1ccc(Cl)cc1
    -1.1, -3.3
O=C1CC2(CCN1)CCN(Cc1ccccc1)CC2
    -1.0, 4.3
CC(=O)OC1CCC2C3CCC4=C(CC(F)C(=O)C4)C3CCC12C (configuration not stated)
    1.6, -5.5
O=c1c2c3nc4ccccc4nc3n(CCN3CCOCC3)c2ncn1CCN1CCOCC1
    0.2, 2.5
Cc1c(C(=O)c2ccc3c(c2)OCO3)ccc2c1OCO2
    -0.5, 2.0
Cc1cccc(NC(=S)N2CCC(C(=O)c3ccc(F)cc3)CC2)c1
    -0.5, 2.5
COc1ccc(OC)c(/C=N/NC(=O)C(=O)N/N=C/c2cc(OC)ccc2OC)c1
    3.3, -8.2
CCn1c(=S)[nH]c2c(c1=O)C(C)(C)Cc1ccccc1-2
    -0.1, 7.0
CCN(CC)S(=O)(=O)c1cc(NC(=O)c2ccccc2OCc2c(C)noc2C)ccc1C
    0.5, -9.2
CCCCc1cc2c(c(NC(=O)CC)n1)c(=O)oc1ccccc12
    0.4, 3.5
Cc1ccccc1-n1nc(C)c2cc(C(=O)N3CCN(S(=O)(=O)c4ccccc4)CC3)sc21
    -2.3, -9.9
S=C(Nc1cccc(Cl)c1)Nc1cccc2cnccc12
    96.8*, 22.9

# For reference, part of the list above.
# Under each structure – MPTP inh, ATG4B inh
Cc1ccccc1-n1nc(C)c2cc(C(=O)N3CCN(S(=O)(=O)c4ccccc4)CC3)sc21
    -2.3, -9.9
S=C(Nc1cccc(Cl)c1)Nc1cccc2cnccc12
    96.8*, 22.9

# Following part.
# Under each structure – MPTP inh, ATG4B inh
CC(C)O/C(=N/S(=O)(=O)c1ccc(Cl)cc1)c1ccccc1
    -1.2, 1.9
CC(=O)Nc1ccc(NC(=O)COc2ccccc2C(=O)Nc2cccc(Cl)c2Cl)cc1
    6.8, 11.4
O=C(C(Br)=Cc1ccccc1)c1ccccc1
    -1.3, 2.3
CCN1CCN(c2ccc(S(=O)(=O)N3CCCCC3)cc2NC(=O)CCNC(C)=O)CC1
    0.0, -10.6
Cc1ccc(-c2nc(N)s[n+]2-c2ccccc2)cc1
    20.5, -8.5
CN(C(=O)c1ccc(NC(=O)Cc2ccc(NC(=O)C3CCCN(C(=O)C4CCC4)C3)cc2)cc1)C1CCCC1 (configuration not stated)
    -0.6, 2.2
CC12C=CC(=O)C=C1C(F)CC1C3CCC(O)(C(=O)CO)C3(C)CC(O)C12F (configuration not stated)
    -1.3, -0.1
COc1cccc2c1C(=O)c1c(O)c3c(c(O)c1C2=O)CC(O)(C(C)=O)CC3OC1CC(O)C(O)C(C)O1 (configuration not stated)
    7.2, -26.3
COc1ccc(OC)c2c1cc(C(=O)N[C@H](C(=O)N1CCC(C(=O)O)CC1)C(C)C)n2C
    -0.3, -4.8
Cc1cccc[n+]1CC(=O)c1ccc([N+](=O)[O-])cc1
    1.4, 0.1
COc1cccc(C(=O)N2CCN(C3CCC(c4ccccc4)CC3)CC2)c1 (configuration not stated)
    -0.4, -3.2
NC(C(=O)O)C1ON=C(Cl)C1O (configuration not stated)
    -2.9, -7.6
Cn1cccc1/C=C1\SC(=S)N(CC(=O)O)C1=O
    -0.6, 1.1
Cc1ccc(S(=O)(=O)CCC(=O)OCc2nnc(-c3ccc([N+](=O)[O-])cc3)o2)cc1
    -0.9, -6.6
CC(=O)c1cc2c(cc1C)CCCC2(C)C
    0.9, 4.2
COC(=O)C1(NC(=O)CNC(=O)OCc2ccccc2)CCCC1
    0.0, -3.9
O=C1C2CCC(C2)C1CN1CCOCC1 (configuration not stated)
    -2.8, -9.6
CCN1CCN(c2ccc(S(=O)(=O)N3CCOCC3)cc2NC(=O)CC(NC(C)=O)c2ccccc2)CC1 (configuration not stated)
    1.0, -2.9
CCCCn1c(SCN2C(=O)c3ccccc3C2=O)nc2cc(S(N)(=O)=O)ccc21
    -5.4, -10.2
OC(COc1ccccc1)CN1CCCCC1 (configuration not stated)
    -1.8, -1.3

# A second format for some results above:
CC(C)(C)NC(=O)C(c1ccncc1)N(C(=O)Cn1nnc(-c2ccc(F)cc2)n1)c1ccccc1F (configuration not stated)
  MPTP inh: -1.3	ATG4B inh: -6.4
CCCCN(C(=O)c1cc(S(=O)(=O)N2CCOCC2)ccc1F)c1c(N)n(CCCC)c(=O)[nH]c1=O
  MPTP inh: -0.3	ATG4B inh: -10.0

# More results
# Under each structure – MPTP inh, ATG4B inh
O=S(=O)(O)c1cc(O)c2ccc(Nc3ccccc3)cc2c1
    -1.7, 3.5
N#Cc1ccc(C(=O)OCC(=O)Nc2cccnc2Cl)cc1
    -1.5, 15.3
COC(Cn1c2c(c3cc(C)ccc31)CCCC2NCc1ccccc1)OC (configuration not stated)
    2.4, 5.9
Cc1cnc2cc(Cl)ccc2c1SCC(=O)O
    -1.3, 1.6
O=C(N/N=C/c1coc2ccccc2c1=O)c1cccc([N+](=O)[O-])c1
    4.0, 45.9*
N#Cc1ccccc1S(=O)(=O)N1CCN(C(=O)c2cccc(S(=O)(=O)N3CCCC3)c2)CC1
    -3.6, -7.5
O=C(O)C1CCCCC1C(=O)Nc1ccc(S(=O)(=O)N2CCOCC2)cc1 (configuration not stated)
    -0.6, 0.2
O=C(Nc1ccccc1)OCCN1CCOCC1
    1.4, -2.9
Cc1cccc(Cc2cccc(C)c2O)c1O
    2.1, -2.9
COc1ccc(CC(=O)Nc2nnc(C(C)C)s2)cc1
    -2.0, -7.2
CC1CCc2c(ccc3ccccc23)C1=O (configuration not stated)
    0.8, -1.1
COc1ccc(CC(=O)Nc2cc(S(=O)(=O)N3CCOCC3)ccc2N2CCOCC2)cc1OC
    -0.1, -0.7
CS(=O)(=O)N(CC(=O)N1CCc2ccccc2C1)c1ccc(Cl)cc1F
    1.0, -7.1
O=C(O)/C(=C/c1ccc(Cl)c([N+](=O)[O-])c1)c1ccc(S(=O)(=O)N2CCCCC2)s1
    0.7, 4.2
Cc1ccc2c(c1)N(CC(=O)Nc1ccccc1F)C(=O)C(C)O2 (configuration not stated)
    -0.2, -0.6
CCOC(=O)C1CCCCN1C(=O)c1cc2ccc(OC)cc2c2cc(OC)c(OC)cc12 (configuration not stated)
    -0.9, -17.7
CC(=O)N1c2ccc(C)cc2Sc2c1ccc1ccccc21
    0.3, 6.8
Cc1ccccc1S(=O)(=O)NCc1cccnc1
    -1.0, 0.2
COc1cccc2c1C(=O)c1c(O)c3c(c(O)c1C2=O)C[C@@](O)(C(=O)CO)C[C@@H]3OC1CC(N)C(O)C(C)O1 (some centres not stated)
    5.3, -16.7
O=C(CN1C(=O)/C(=C2\SC(=S)N(CCS(=O)(=O)O)C2=O)c2ccccc21)Nc1cccc(Br)c1
    1.7, -5.8

# Next part:
# Under each structure – MPTP inh, ATG4B inh
COC(=O)c1cc(C(=O)OC)cc(N2C(=O)CC(N3CCN(c4ccccc4)CC3)C2=O)c1 (configuration not stated)
    -2.1, -5.4
CC(C)Cn1cnc2c(SCCc3ccccc3)nc(N)nc21
    -1.5, -5.9
CCCN1Cc2cccc(C(=O)Nc3ccc(S(=O)(=O)N4CCCCCC4)cc3)c2C1=O
    2.3, 5.5
CC(C)(C)S(=O)N1Cc2cc(=O)n(Cc3ccccc3)cc2[C@@H]1CCO (some centres not stated)
    0.9, 4.9
CC(=O)Nc1cc(C)ns1
    -2.2, 3.4
COc1cc2oc3ccc(C#Cc4ccc(N)cc4)cc3c(=O)c2cc1OC
    -1.3, 2.7
O=C(Nc1ccccc1)Nn1cnnc1
    -1.1, 2.2
O=c1ccc(-c2ccccc2)nn1Cc1ccccc1
    1.8, 0.5
Cc1ccc(S(=O)(=O)N2CCN(C(=O)COC(=O)c3ncc(Cl)c(Cl)c3Cl)CC2)c(C)c1
    0.0, -35.2
COc1ccc2nc(N3C(=O)C(O)=C(C(=O)c4ccco4)C3c3ccco3)sc2c1 (configuration not stated)
    0.0, 10.3
COc1ccc(C(=O)N/N=C(\c2ccccc2)c2ccccn2)cc1
    0.7, -0.5
O=[N+]([O-])c1ccc(SNc2ccccc2)c([N+](=O)[O-])c1
    36.1, 0.7
CCN(CC(=O)Nc1ccc(NC(C)=O)cc1)C(=O)CN1C(=O)NC(C)(c2ccc3ccccc3c2)C1=O (configuration not stated)
    -2.2, -1.7

# Assay outcomes as filed in PubChem BioAssay.

# These rows are one share of the data; the hit share may differ from the screen's.
